Screens from PubChem.
Nrf2 block: Nrf2 pathway inhibition; A549 ARE-Fluc reporter, luciferase luminescence, 18-24 h; AID 504444; 360,000 tested, 2.1% active; Potency, µM (titrated, usually from 46 µM), for the others: at the highest dose activity change, negative = inhibition, most hits filed as inhibitors; further: potency means the concentration at half of the fitted maximal effect; on the % scale 0 is the no-effect control and ±100 the full control effect; nearly all actives have a fitted effect of over 60% in size
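A549 ARE_Fluc cells (5000/well, 5% FBS OPTI-MEM) pre-incubated 2 h, then treated with compounds 18-24 h at 37C/5% CO2 in concentration-response. CellTiter-Fluor viability read first; BugLite luciferase luminescence after 15 min at room temperature gives Nrf2 activity.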
EPAC2 agonist: EPAC2 (human) agonism; Q8WZA2; EPAC2 activation, biochemical qHTS; response scale: 100% = 6.5 mM cAMP response; Potency, µM (highest dose often 154 µM), for the others: at the highest dose activation, usual class: activators; 360,000 tested, 0.079% active; AID 720711; further: potency means the concentration at half of the fitted maximal effect; nearly all actives have a fitted effect of over 50% in size
Target sequence (Q8WZA2 whole entry, looked up): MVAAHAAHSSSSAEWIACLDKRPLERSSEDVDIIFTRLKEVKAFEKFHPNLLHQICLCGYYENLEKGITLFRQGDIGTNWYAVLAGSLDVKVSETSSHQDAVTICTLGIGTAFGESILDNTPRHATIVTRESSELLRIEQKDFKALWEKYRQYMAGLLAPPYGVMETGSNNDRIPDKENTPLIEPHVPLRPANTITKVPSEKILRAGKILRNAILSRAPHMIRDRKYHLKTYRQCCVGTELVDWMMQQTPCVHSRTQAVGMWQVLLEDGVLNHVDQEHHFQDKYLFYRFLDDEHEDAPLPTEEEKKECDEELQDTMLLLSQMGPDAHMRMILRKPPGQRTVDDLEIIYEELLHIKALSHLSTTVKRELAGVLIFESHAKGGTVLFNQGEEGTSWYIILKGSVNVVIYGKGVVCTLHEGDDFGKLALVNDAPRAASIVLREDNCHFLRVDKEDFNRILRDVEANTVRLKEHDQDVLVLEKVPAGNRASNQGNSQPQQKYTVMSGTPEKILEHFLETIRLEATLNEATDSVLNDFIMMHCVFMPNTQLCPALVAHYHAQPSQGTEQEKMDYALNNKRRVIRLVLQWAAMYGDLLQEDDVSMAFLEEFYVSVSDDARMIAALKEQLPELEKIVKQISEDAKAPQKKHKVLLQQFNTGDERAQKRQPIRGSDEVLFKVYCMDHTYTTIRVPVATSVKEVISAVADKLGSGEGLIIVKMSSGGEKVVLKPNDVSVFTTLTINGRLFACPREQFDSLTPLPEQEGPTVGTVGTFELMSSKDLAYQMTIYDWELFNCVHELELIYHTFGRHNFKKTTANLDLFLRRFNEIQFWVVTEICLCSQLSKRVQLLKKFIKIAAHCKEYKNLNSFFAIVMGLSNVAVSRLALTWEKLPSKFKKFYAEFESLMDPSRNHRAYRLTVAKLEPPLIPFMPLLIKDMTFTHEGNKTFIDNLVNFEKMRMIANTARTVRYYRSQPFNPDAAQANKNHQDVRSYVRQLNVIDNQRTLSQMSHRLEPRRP
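Exchange assay: 100 nM EPAC2 with 250 nM Rap1B-BODIPY-GDP and 50 uM GDP. Fluorescence (ex 480/em 540 nm) read every 5 min for 30 min at room temperature. Data normalized to 6.5 mM cAMP as agonist control.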
CCT modulator: cytosolic chaperonin activity modulation; purified chaperonin ATPase assay, HTRF ADP detection, 30 min; activity change, % (concentration not given with the values), hits read low; 360,000 tested, 0.3% active; AID 651819; in the data active means activity change below about -30%; further: on the % scale 0 is the no-effect control and ±100 the full control effect
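We incubate TRiC, 40 or 20 nM final, with library compounds at 76 uM and 10 uM ATP for 30 min at 37 °C. ADP formed is detected with Transcreener HTRF reagents after 30 min at room temperature.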
Mm-Cpn inhibitor: blocks the Methanococcus maripaludis chaperonin Mm-Cpn. purified Mm-Cpn ATPase, ADP Transcreener TR-FRET. 330,000 tested, 0.031% active. Potency, µM (highest dose often 76.9 µM), without a hit: at the highest dose activity, negative = inhibition, hits mostly inhibitors; further: potency means the concentration at half of the fitted maximal effect; on the % scale 0 is the no-effect control and ±100 the full control effect; nearly all actives have a fitted effect of over 80% in size
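Quantitative HTS used 25 nM Mm-CPN and 10 uM ATP in magnesium/KCl Tris buffer, pH 7.4, with 1 mM DTT. Hydrolysis ran 30 min at 37°C; ADP was read by HTRF.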
EPAC2 antagonist: blocks human EPAC2 exchange factor; Q8WZA2; EPAC2 GEF exchange of Rap1B-BODIPY-GDP, fluorescence; Potency, µM (top dose mostly 114 µM), for inactives: at the top dose activity, negative = inhibition, actives largely listed as inhibitors; 360,000 tested, 0.18% active; further: potency means the concentration at half of the fitted maximal effect; on the % scale 0 is the no-effect control and ±100 the full control effect; nearly all actives have a fitted effect of over 45% in size; many of its hits are not listed in these tables
TGFb SMAD3 inh: blocks TGF-b signaling; HepG2 CAGA-GFP TGF-b/SMAD3 reporter, GFP fluorescence, 18 h; TGF-beta stimulated, 500 pg/mL final; Potency, µM (series often up to 46.1 µM), for inactives: at the highest dose activity, negative = inhibition, actives largely listed as inhibitors; 410,000 tested, 1.2% active; further: potency means the concentration at half of the fitted maximal effect; on the % scale 0 is the no-effect control and ±100 the full control effect; nearly all actives have a fitted effect of over 65% in size
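Using HEPG2 CAGA-GFP reporter cells at 1000 cells/well, we pinned test compounds, stimulated with recombinant TGF-beta (500 pg/mL final) and measured total well GFP after 18 h.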
A549 tox: kills or reduces viability of A549 cells in Nrf2 counter-screen; A549 ARE-Fluc cells, CellTiter-Fluor viability, 18-24 h; Potency, µM (doses to about 46 µM), for inactives: at the highest dose activity change, negative = cytotoxicity, usual class: inhibitors; 390,000 tested, 0.16% active; AID 504648; further: potency means the concentration at half of the fitted maximal effect; on the % scale 0 is the no-effect control and ±100 the full control effect
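Cytotoxicity counterscreen: CellTiter-Fluor fluorescence was measured in A549 ARE_Fluc cells after 18-24 h of compound exposure in a concentration series. The subsequent BugLite luminescent read reports ARE-luciferase activity.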
Akt phos inh: inhibitors of Akt phosphorylation; activity change, % for hits at 50 µM; Neuro2A IGF-stimulated pAkt S473 HTRF, 20 min; stronger effect = lower value; 360,000 tested, 0.32% active; in the data active means activity change below about -80%; inconclusive means mostly about -51% to -80%; further: on the % scale 0 is the no-effect control and ±100 the full control effect
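Neuro2A cells (4,500/well, DMEM with 0.5% FBS) were treated with compound at a single 50 µM final concentration, stimulated with 6 nM IGF for 20 min at 37 °C, and lysed. Phospho-Akt Ser473 was read by HTRF as 665/615 ratio ×10^4.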
Nrf2 ARE act: activates Nrf2 signaling. AREc32 ARE-luciferase reporter (MCF7-derived line), luminescence, 24 h. Potency, µM (titrated, usually from 46.1 µM), without a hit: at the top dose activation, actives largely listed as activators. 410,000 tested, 0.31% active. AID 624171; further: potency means the concentration at half of the fitted maximal effect; % of control where 0% means no effect; nearly all actives have a fitted effect of over 65% in size
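ARE activation measured as luciferase luminescence (Steady-Glo, 30 min RT) in AREc32_Fluc cells after 24 hr compound exposure at 37 deg C, 5% CO2; cells seeded overnight at 1000/well in OPTI-MEM, 5% FBS.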
* = called active by the depositor; i = inactive; ? = inconclusive; nt = no result given; [ ] = dose if it differs, or a comment. Unless noted, the call rests on the fitted dose curve; in most records, active means well fitted curve in the direction sought with a large enough effect; inconclusive means small, poorly fitted or top-dose-only effect, or another doubt; inactive means no such curve, though single readings can be large; an effect the other way counts as inactive or inconclusive.

SMILES | Nrf2 block | EPAC2 agonist | CCT modulator | Mm-Cpn inhibitor | EPAC2 antagonist | TGFb SMAD3 inh | A549 tox | Akt phos inh | Nrf2 ARE act
CC1CCCCN1c1cc2c(cc1F)c(=O)c(S(=O)(=O)c1ccccc1)cn2Cc1ccccc1 (configuration not stated) | ? | nt | nt | nt | nt | -16% | -23% | nt | 0.1%
CNC(=O)c1ccccc1NC(=O)C1CC(=O)N(C(C)C)C1 (configuration not stated) | -2% | 6% | 3.0 | 0% | -1% | -1% | 1% | i | -0.6%
Cc1c(N=Cc2cc(Br)cc(Br)c2O)cccc1C(=O)O | 12% | 0% | 0.3 | -4% | ? | 2% | 1% | i | 0.2%
Cc1ccc(-n2c(=O)c3c(c4cc(C)ccc4n3C)n(CC(=O)NCCC3=CCCCC3)c2=O)cc1 | 27% | nt | nt | nt | nt | -9% | 0% | nt | 0.5%
COc1cc(NC(=O)COc2ccccc2Cl)ccc1NC(=O)C(C)C | -2% | 1% | -2.2 | 2% | 2% | -7% | 2% | i | -0.3%
CC(C)N=C(Nc1cccnc1)c1ccccc1 | 7% | -6% | 0.5 | 0% | -2% | 20% | 1% | i | 0.4%
CC1=C(C(=O)N2CCOCC2)CC(CC(=O)NCC2CCCCC2)C(=O)N1Cc1ccccc1 (configuration not stated) | nt | 4% | 2.0 | nt | -7% | 9% | nt | i | 0.2%
CCn1cc(CN2CCCC(C(=O)Nc3cccc(-c4cc5ccccc5[nH]4)c3)C2)c(C)n1 (configuration not stated) | ? | 22% | -2.5 | -1% | -2% | ? | -18% | i | -2.4%
CN1CCCN(S(=O)(=O)c2cccc(Cl)c2Cl)CC1 | 14% | 4% | -1.3 | 1% | -3% | 16% | 15% | i | 0.1%
C/C(CCc1oc2ccccc2c1-c1ccc(C)o1)=N/O | nt | 16% | -2.9 | 1% | -26% | 24% | 10% | i | 3.0%
CC1(C)CCCN(C(=O)c2coc(=O)c(Br)c2)C1 | 13% | 12% | 0.0 | 1% | -3% | 0% | -1% | i | ?
Cc1cc(C)c2c(-n3cccc3)c(C(=O)NCCc3ccc(Cl)cc3)sc2n1 | 20% | nt | nt | nt | nt | -12% | 15% | nt | 3.3%
CCn1c(Cc2cccs2)nnc1SCC(=O)Nc1ccc(OC)c(OC)c1 | -14% | 5% | 0.4 | -1% | 4% | -5% | 0% | i | -0.1%
C=CCNc1cnn(-c2ccccc2)c(=O)c1Cl | ? | -8% | 0.1 | -8% | 6% | 10% | 5% | i | 0.0%
CC1CN(S(=O)(=O)c2cccc(C(=O)OCC(=O)Nc3ccc4c(c3)OCO4)c2)CC(C)O1 (configuration not stated) | -1% | 12% | -2.3 | 1% | -3% | -2% | -20% | i | 23%
COc1ccccc1NS(=O)(=O)c1cc(NC(=O)c2ccncc2)ccc1N1CCCC1 | 21µM* | 19% | -1.6 | 2% | -4% | ? | -16% | i | 2.0%
COc1ccc(CCNC(=O)Nc2nc(CN)cs2)cc1OC | nt | 8% | 1.2 | nt | 0% | 12% | nt | i | -1.0%
COc1ccc(-c2nc3n(n2)C(c2ccc(O)cc2)C(C(=O)Nc2cccnc2)=C(C)N3)cc1OC (configuration not stated) | 4% | nt | nt | nt | nt | -2% | 0% | nt | -0.6%
COc1ccc(CCNC(=O)c2nnn(CC(=O)Nc3ccccc3)c2N)cc1OC | ? | -11% | -1.0 | 0% | -7% | -2% | -19% | i | 0.3%
Cc1cccc(C)c1NC(=O)c1csc2c1CCCC2 | ? | nt | nt | nt | nt | 1% | 0% | nt | -1.0%
CCNC(=O)C1(C)CCN(C(=O)c2ccccc2OC)C1 (configuration not stated) | nt | 4% | 0.6 | nt | 6% | 1% | nt | i | -1.5%[9.22 µM]
COc1ccccc1NC(=O)CN1CCN(CC(=O)Nc2cc(C)ccc2OC)CC1 | -1% | 5% | -1.9 | 2% | 3% | 8% | 1% | i | 0.2%
O=C(NCc1cccnc1)c1cc(C2CCCCN2C(=O)CCc2ccccc2)on1 (configuration not stated) | nt | 4% | -2.4 | nt | -11% | -7% | nt | i | -1.2%
COc1ccc(-c2cn3cccnc3n2)cc1F | 7% | -6% | -2.5 | -13% | 8% | 5% | -4% | i | 1.8%
COc1ccc(C2(CN(C(C)=O)C(C)=O)CCCC2)cc1OC | -8% | -6% | -1.5 | 3% | 8% | ? | -1% | i | 4.1%
(listing goes on)
SMILES | Nrf2 block | EPAC2 agonist | CCT modulator | Mm-Cpn inhibitor | EPAC2 antagonist | TGFb SMAD3 inh | A549 tox | Akt phos inh | Nrf2 ARE act
Cn1cccc1/C=N/NC(=O)c1ccco1 | ? | 4% | -1.6 | 1% | 8% | -18% | 0% | i | 4.8%
O=C(Nc1ccc(Br)cc1)C1C2C=CC3(O2)C1C(=O)N(CCN1CCOCC1)C3C(=O)NC1CCCCC1 (configuration not stated) | 2% | 5% | 0.0 | 1% | -6% | 20% | -2% | i | -0.1%
COC(=O)c1[nH]c(C)c(/C(O)=C2\C(=O)C(=O)N(CCN(C)C)C2c2cc(OC)ccc2OC)c1C (configuration not stated) | 24% | 1% | 0.2 | -1% | 10% | 3% | 4% | i | 0.8%
CC1CC(C)(C)NC(=S)N1CCC(=O)NCc1ccc(F)cc1 (configuration not stated) | ? | -2% | 1.2 | 5% | 0% | 8% | 8% | i | 0.4%
O=C(OCn1ncc(Cl)c(Cl)c1=O)c1ccc(C(F)(F)F)cc1 | 3% | 5% | -1.2 | -3% | -6% | -13% | -16% | i | 10µM*
O=C(COC(=O)c1ccc(O)cc1)NC1CCCCCCC1 | nt | 10% | 1.0 | nt | 17% | -3% | nt | i | -0.6%
CCCCn1c(N)c(N(CC(C)C)C(=O)c2ccc(S(=O)(=O)N3CCCCC3)cc2)c(=O)[nH]c1=O | 2% | 6% | -1.2 | 0% | 20% | 0% | -9% | i | -0.9%
CC(C)NS(=O)(=O)c1ccc(NC(=O)C2CCCCC2)cc1 | nt | 5% | -3.1 | 1% | 0% | 7% | -2% | i | -0.5%
COc1ccc(NC(=O)Cn2ncn3nc(-c4ccc(OC)cc4)cc3c2=O)cc1 | -2% | 0% | -2.4 | 1% | 4% | 0% | -6% | i | 0.3%
Cc1ccc(NC(=O)c2cccs2)cc1NC(=O)c1ccccc1Cl | 2% | 2% | -1.6 | ? | 6% | -3% | -2% | i | 7.2%
COc1cc(C)c(Cl)cc1S(=O)(=O)N(C)C | nt | -6% | -1.6 | 2% | -3% | 18% | -2% | i | -1.5%
C=CCSc1nnc(NC(=O)c2cn(CC)c3nc(C)ccc3c2=O)s1 | 5% | -2% | -0.4 | -5% | -3% | -1% | 3% | i | -0.7%
CC(C)(C)c1ccc(C(=O)N/C(=C\c2cccs2)C(=O)N2CCOCC2)cc1 | 3% | 5% | 1.5 | 0% | 4% | 14% | 0% | i | 1.3%
CCC(CC)C(=O)NCc1ccc(OC)cc1 | 10% | 5% | -2.0 | 1% | -1% | -3% | 5% | i | -0.3%
C=CCC1(NCc2ccco2)CCN(CC)CC1 | -9% | 10% | 0.1 | 1% | -2% | -9% | -3% | i | -0.3%
COc1cc(-c2cc(C(=O)Nc3ccc(S(=O)(=O)NCc4ccco4)cc3)c3ccccc3n2)cc(OC)c1OC | ? | 5% | -4.6 | ? | -4% | 4% | ? | i | 3.8%
COCCCn1c(SCC(=O)OC2CCCCC2)nnc1-c1ccco1 | 17% | 12% | -3.9 | 1% | -3% | 2% | -9% | i | 0.3%
COc1ccc(C(NC(=O)C2CCN(CCOc3ccc(Cl)cc3)CC2)c2cccs2)cc1 (configuration not stated) | nt | 17% | -4.1 | nt | -1% | ? | nt | nt | 4.5%
COc1cc(NS(=O)(=O)c2ccc(NC(=S)NC(=O)C3CCCC3)cc2)nc(OC)n1 | nt | 2% | -1.2 | 3% | 9% | -5% | -1% | i | -0.4%
COCCN(C(=O)CSc1nnc(-c2cccc(F)c2)n1N)c1c(N)n(Cc2ccccc2)c(=O)[nH]c1=O | 16% | 1% | -1.1 | 2% | -1% | 12% | -8% | i | 0.5%
OCCNCCCCSc1ccc(Cl)cc1 | ? | 10% | 0.3 | 0% | -4% | -2% | 11% | i | -0.9%
CCC(=O)Nc1ccc(C(=O)n2ccc(C)n2)cc1 | 3% | 0% | -0.7 | 0% | -2% | 1% | -13% | i | 0.0%
Cc1ccc(F)c(S(=O)(=O)NC(=O)C2(C)CCN2C(=O)C2(c3ccc(Cl)cc3)CC2)c1 (configuration not stated) | nt | -11% | 0.1 | nt | ? | -1% | nt | i | -0.4%

This is a subset. The share of hits here may be higher or lower than overall.
